From PubChem
RAD52 inh = inhibitors of human RAD52 DNA annealing; inhibition, % at 18.7 µM; recombinant RAD52 DNA annealing, FRET fluorescence; 360,000 tested, 0.46% active; P43351; AID 651710;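 active = every replicate showing at least 50% inhibition; inconclusive = mean inhibition at least 50% but not in every replicate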
Target sequence (P43351 whole entry, looked up): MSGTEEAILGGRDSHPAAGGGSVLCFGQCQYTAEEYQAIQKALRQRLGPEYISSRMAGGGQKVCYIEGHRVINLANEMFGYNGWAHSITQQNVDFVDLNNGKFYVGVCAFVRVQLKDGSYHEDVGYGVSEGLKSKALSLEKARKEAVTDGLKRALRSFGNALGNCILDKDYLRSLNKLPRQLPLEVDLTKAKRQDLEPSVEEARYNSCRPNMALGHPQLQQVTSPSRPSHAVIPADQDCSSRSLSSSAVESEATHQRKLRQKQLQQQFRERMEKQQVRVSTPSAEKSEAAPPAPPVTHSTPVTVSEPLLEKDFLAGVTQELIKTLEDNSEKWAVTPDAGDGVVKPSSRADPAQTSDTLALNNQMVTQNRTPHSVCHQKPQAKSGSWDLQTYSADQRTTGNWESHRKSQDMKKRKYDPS
XiGFP reactiv = reactivates the inactive X chromosome in mouse fibroblasts; XiGFP mouse fibroblasts, % GFP-positive cells imaging, 3 d; cells co-treated with 5-aza-dC sensitizer; scaled so ellipticine positive control = 100%; activation, % at 7.58 µM; 360,000 tested, 0.055% active; AID 743238;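 active = mean normalized replicate activation at least 10% and every replicate at or above 10%; inconclusive = only one of the two criteria met; inactive = mean below 10% and not all replicates reach 10%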;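 also: 0% = median of on-plate neutral control wells and 100% = ellipticine 6 µM median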
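Material: SV40-immortalized XiGFP fibroblast cells, line 68-5-11 | Buffer or medium: DMEM containing 5-aza-dC | Dosing: One concentration, pinned | Times: 3 d treatment, 15 min room-temperature fixation | Controls: Ellipticine 6 µM positive control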
E-selectin induc = induces E-selectin expression in human endothelial cells; HUVEC E-selectin immunofluorescence imaging; normalized: neutral wells 0, TNF-alpha wells 100; activation, % at 7.58 µM; 260,000 tested, 0.37% active;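 active = mean E-selectin-positive cell signal at least 10% of the positive control, reached in at least 60% of replicates, without over 20% cell loss; inconclusive = no rule given, readout overlaps actives, possibly toxicity-flagged; inactive = the rest, including those meeting only one limit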;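 also: in these data hits start at about 27%; measured in HUVEC primary endothelial cells; signal is the percent of cells scored E-selectin positive by PE staining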
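Assay system: HUVEC primary endothelial cells. Input: 3,000 HUVEC seeded per well. Doses: one compound dose added by pin transfer. Read-out basis: % PE-positive cells. Benchmarks: TNF-alpha high, DMSO low. Detection: immunofluorescence imaging. Buffer or medium: EGM-2, gelatin.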
CFTR F508del cor = CFTR F508del correction in bronchial cells; activity (quench increase), % at 7.58 µM; CFBE cells, YFP halide quenching; stimulated with forskolin plus potentiator P3; % fluorescence drop versus neutral controls; 350,000 tested, 0.36% active;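 active = mean added fluorescence quench of at least 8% versus neutral control, with both replicates also reaching 8%; inconclusive = only one of the mean or replicate conditions met; inactive = mean below 8% and not both replicates reaching 8%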;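 also: cells transiently co-express mutant CFTR-F508del with the halide-sensitive YFP; corrector assay measuring rescue of mutant channel to the surface after 24 h compound exposure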
RAD54 branch = blocks human RAD54 Holliday junction branch migration; Q92698; inhibition, % at 10.4 µM; AID 602329; 360,000 tested, 0.14% active; FAM/BHQ fluorescence;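 active = mean normalized replicate activity at least 40 and at least half of replicates scoring 40 or more; inconclusive = only one of the two criteria met; inactive = mean below 40 and under half of replicates reaching 40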;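 also: 0% = median of neutral control wells and 100% = median of positive control wells; inhibitors cause a drop in the FAM fluorescence signal; in these data hits start at about 50%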
Casp6 inh = blocks human caspase-6 cleavage activity. purified caspase-6, Z-VEID-R110 cleavage fluorescence. inhibition, % at 12.5 µM. AID 686996. P55212. 350,000 tested, 0.53% active;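 active = mean inhibition across replicates at least about 35%, with every replicate also reaching that limit, limit read from the data; inconclusive = only one of the two criteria met; inactive = neither criterion met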;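 also: 0% = median of neutral control wells and 100% = no fluorescence left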
Target sequence (P55212 24-179 limits assumed): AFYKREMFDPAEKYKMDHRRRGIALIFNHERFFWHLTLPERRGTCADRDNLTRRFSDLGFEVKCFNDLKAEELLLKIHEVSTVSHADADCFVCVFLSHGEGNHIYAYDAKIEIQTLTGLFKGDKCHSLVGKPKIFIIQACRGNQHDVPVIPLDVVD
Target sequence (P55212 194-293 limits assumed): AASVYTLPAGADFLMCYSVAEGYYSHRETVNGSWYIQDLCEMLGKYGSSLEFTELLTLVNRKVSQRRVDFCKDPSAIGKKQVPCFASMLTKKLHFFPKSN
DENV2 CPE rescue = inhibitors of DENV2 cytopathic effect; DENV2-infected cells, cytopathic effect rescue, plate reader; CPE inhibition, % at 9.99 µM; 350,000 tested, 1.7% active; in the data active = CPE inhibition above about 20%, passing the limit was not always enough; inconclusive = no clear call, values can overlap the other calls; tested in BHK-21 cells;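 also: 0% = median of neutral control wells and 100% = median of positive control wells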
GSIS activator = primary screen for activators of insulin secretion dependent on glucose, INS-1E cells, GLuc reporter luminescence; INS-1E GLuc reporter insulin secretion, 2-3 h; activation, % at 16.6 µM; 370,000 tested, 0.61% active;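 active = lowest replicate activation of at least 40%, so every replicate reaches that level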;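 also: 0% = median of neutral control wells and 100% = median of IBMX positive control wells; some compounds called inactive have numbers as strong as hits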
Numbers without * were called inactive; u = inconclusive; x = not tested or not shown. Random draw from the library; any-hit rate near 3.7%.

SMILES	RAD52 inh	XiGFP reactiv	E-selectin induc	CFTR F508del cor	RAD54 branch	Casp6 inh	DENV2 CPE rescue	GSIS activator
COc1ccc(-c2[nH]ncc2CN(C)CCN2CCOCC2)cc1F	-9	0.0	x	-1.0	x	-22	3	7
O=C(c1cccc(F)c1)N1CCCCN2[C@@H](CO)[C@@H](c3ccc(-c4cncnc4)cc3)[C@@H]2C1	-10	0.1	-0.3	2.6	9	-1	12	14
C[C@@H]1CN([C@H](C)CO)S(=O)(=O)c2ccc(C#CC3CC3)cc2O[C@@H]1CN(C)C(=O)Cc1ccncc1	-30	0.0	1.0	-2.7	2	13	-6	-1
Cc1ccc(N(C(=O)c2csnn2)C(C(=O)NCc2ccccc2)c2cccnc2)cc1 (stereo not given)	-12	0.1	x	2.2	-1	-3	-8	-2
COc1ccc2c3c(n(C)c2c1)[C@@H](CO)N(C(=O)c1ccc(F)cc1)CC31CCN(C(C)=O)CC1	0	0.3	0.5	-4.1	x	x	20	6
CN(Cc1cccs1)C(=O)Cc1csc(-c2ccccc2)n1	-15	0.0	4.1	-2.1	2	-1	11	2
COc1ccc2c3c([nH]c2c1)[C@@H](CO)N(C(=O)Nc1ccc(F)cc1)CC31CCN(S(=O)(=O)c2cccc(C)c2)CC1	-5	0.4	-0.4	2.5	x	-4	-7	-2
N#Cc1ccc(C(=O)N2CCCC(c3cc(C(=O)NCc4cccnc4)no3)C2)cc1 (stereo not given)	-3	0.1	-0.1	3.5	-3	-1	0	7
Cc1ccc(C2c3[nH]c4ccccc4c3C[C@H]3C(=O)N(c4ccccc4C(=O)NCCCN4CCOCC4)C(=O)N23)cc1 (stereo not given in full)	20	x	x	3.9	-10	0	-11	-3
C/C(=N\NC(=O)c1cc(-c2ccccn2)nc2ccccc12)c1cccc([N+](=O)[O-])c1	-9	0.3	0.0	-0.3	-4	3	5	x
CC(C)N1CCC(N2CCN(Cc3cc(F)ccc3-n3cccn3)CC2CCO)CC1 (stereo not given)	4	0.0	x	0.2	x	-12	1	4
CC(=O)c1cc(CN2CCN(C3CCN(C(C)C)CC3)C(CCO)C2)cs1 (stereo not given)	13	0.0	0.5	0.9	x	-43	-2	1
COC1CCN(Cc2c(C(=O)N3CCc4ccccc4C3)nc3ccc(Cl)cn23)CC1	-15	0.0	0.8	-0.7	2	1	-6	9
CN1CCN(c2ccc(CNC(=O)c3ccc(-c4ccc(F)c(F)c4)c4ccoc34)cc2)CC1	54*	0.0	0.0	1.9	3	-10	6	-4
CC(C)Cn1c(N)c(C(=O)CSc2ncn[nH]2)c(=O)n(C)c1=O	-6	0.1	-2.2	1.2	3	0	4	13
Cc1ccc(CN2CCN(Cc3ccc(OC(C)C)cc3)CC2CCO)o1 (stereo not given)	-12	-0.1	x	1.1	-13	-2	3	-7
CO[C@@H]1CN(C)C(=O)c2cc(NS(=O)(=O)c3ccccc3C)ccc2OC[C@@H](C)N(C)C[C@@H]1C	-9	0.0	-0.2	-1.6	-3	1	4	-15
CC(C)(O)c1ccc2c(c1)CCC1C(C)(C(=O)O)CCCC21C (stereo not given)	-3	x	x	-1.0	-1	10	-8	-11
O=C(CSc1ccc([N+](=O)[O-])cc1)c1ccccc1	1	0.5	-0.1	-4.9	x	2	2	-4
CCOc1ccc2ccccc2c1/C=N/NC(=O)CNC(=O)c1ccccc1F	-3	0.2	0.0	2.1	-4	-1	-1	11

Compounds above that have an aryl methoxy group, in the order listed:
SMILES	RAD52 inh	XiGFP reactiv	E-selectin induc	CFTR F508del cor	RAD54 branch	Casp6 inh	DENV2 CPE rescue	GSIS activator
COc1ccc(-c2[nH]ncc2CN(C)CCN2CCOCC2)cc1F	-9	0.0	x	-1.0	x	-22	3	7
COc1ccc2c3c(n(C)c2c1)[C@@H](CO)N(C(=O)c1ccc(F)cc1)CC31CCN(C(C)=O)CC1	0	0.3	0.5	-4.1	x	x	20	6
COc1ccc2c3c([nH]c2c1)[C@@H](CO)N(C(=O)Nc1ccc(F)cc1)CC31CCN(S(=O)(=O)c2cccc(C)c2)CC1	-5	0.4	-0.4	2.5	x	-4	-7	-2

Later entries
SMILES	RAD52 inh	XiGFP reactiv	E-selectin induc	CFTR F508del cor	RAD54 branch	Casp6 inh	DENV2 CPE rescue	GSIS activator
N#C[C@@H]1[C@H](c2ccc(C3=CCCCC3)cc2)[C@H](CO)N1S(=O)(=O)c1ccccc1	-48	0.0	1.1	0.5	5	-1	3	-6
O=C(C[C@H]1C=C[C@H](NC(=O)c2ccncc2)[C@H](CO)O1)NCc1ccncn1	-1	-0.2	-0.4	-4.4	x	3	7	x
COc1ccc(N(CC(=O)NCCSC2CCCCC2)S(C)(=O)=O)c(OC)c1	-3	x	x	1.2	8	-4	-1	-37
Cc1c(C(=O)NCCN2C(=O)S/C(=C\c3cccs3)C2=O)cccc1[N+](=O)[O-]	-11	0.0	x	-1.3	2	0	27*	12
COC(=O)c1sc(C(F)(F)F)c(-c2ccccc2)c1S(=O)(=O)N1CCOCC1	-9	0.2	x	-0.9	-2	-1	10	x
CC(C)C(NS(=O)(=O)c1cccc(C(F)(F)F)c1)C(=O)O (stereo not given)	-12	0.0	-1.5	0.9	2	-2	-3	3
CCN1C(=O)CC2(C[N+]3(C)CCC2CC3)C1=O (stereo not given)	-7	0.1	x	-1.9	-6	0	-16	10
Cc1cccc2c1-c1sc(C(=O)Nc3ccccc3N3CCN(C)CC3)cc1CO2	3	-0.1	4.9	5.7	27	-3	-2	3
CC(C)CN(CCNC(=O)CN1C(=O)COc2ccc(S(=O)(=O)N3CCOCC3)cc21)CC(C)C	-8	0.1	x	1.3	-8	0	8	8
Cc1ccc(NC2CCCN(C(=O)c3ccccc3N3CCOCC3)C2)cc1C (stereo not given)	-4	0.0	x	-1.2	-5	1	0	-16
O=C1CN(S(=O)(=O)Cc2ccccc2)C[C@@H]2[C@H](c3ccc(C#CCC4CCCC4)cc3)[C@H](CO)N12	-20	0.2	-0.8	0.1	x	1	-5	-8
c1ccc(Cn2cc(-c3cccnc3)cn2)cc1	-9	0.0	-0.1	0.6	10	-2	x	26
CN(C)c1ccc(C(C[N+](=O)[O-])c2c(N)n(C)c(=O)n(C)c2=O)c(F)c1C#N (stereo not given)	-17	0.4	-0.5	2.7	-3	0	-3	-43
O=C(CSc1nccc(=O)[nH]1)NC1CCCC1	-6	0.1	0.0	-1.5	-10	1	-7	14
C[C@@H]1CN([C@@H](C)CO)C(=O)c2cccc(NC(=O)Nc3ccc4c(c3)OCO4)c2O[C@@H]1CN(C)Cc1ccc(Oc2ccccc2)cc1	53	0.1	0.3	1.6	0	3	-3	-20
O=[N+]([O-])c1ccc(N2CCN(CCO)CC2)c2ncccc12	x	0.1	8.1	x	6	x	x	-3
C[C@@H]1CN([C@@H](C)CO)C(=O)c2cc(NC(=O)Nc3ccccc3)ccc2O[C@@H](C)CCCCO[C@@H]1CN(C)C(=O)Nc1cccc2ccccc12	x	-0.1	x	-0.8	9	x	-12	18
COc1ccc(-c2cnc3c(c2)C(=O)N([C@@H](C)CO)C[C@H](C)[C@H](CN(C)C(=O)CN(C)C)O3)cc1	-12	0.0	-0.2	-3.3	5	1	0	17
CN(C)C(=O)C[C@H]1C=C[C@H](NC(=O)c2ccc(F)cc2)[C@@H](CO)O1	-13	0.2	0.4	-2.7	-1	-1	6	7
COc1ccc(/C=N/n2nnnc2N)c(OC)c1	-18	0.0	0.0	-1.1	-8	-1	8	-2

Some values from the list:
Reading for COc1ccc(-c2cnc3c(c2)C(=O)N([C@@H](C)CO)C[C@H](C)[C@H](CN(C)C(=O)CN(C)C)O3)cc1 under RAD52 inh: -12
Reading for O=C(CSc1nccc(=O)[nH]1)NC1CCCC1 under CFTR F508del cor: -1.5
Reading for CN(C)c1ccc(C(C[N+](=O)[O-])c2c(N)n(C)c(=O)n(C)c2=O)c(F)c1C#N (stereo not given) under GSIS activator: -43

Further entries.
SMILES	RAD52 inh	XiGFP reactiv	E-selectin induc	CFTR F508del cor	RAD54 branch	Casp6 inh	DENV2 CPE rescue	GSIS activator
CS(=O)(=O)N1Cc2cc(C(=O)O)nc(-c3cccc(-c4ccccc4F)c3)c2[C@H]1CCO	-17	0.1	0.1	0.2	x	7	-1	7
CCN1C(=O)N/C(=C/c2ccc(C)o2)C1=O	-23	0.4	-0.1	-1.4	x	42*	x	-21
COc1ccc2c3c(n(C)c2c1)[C@@H](CO)N(C(=O)NC(C)C)CC31CN(CC2CCCC2)C1	x	0.3	-0.3	1.6	x	x	8	-14
Cn1c(=O)c2c(Nc3ccc(F)cc3)cc(=O)n(-c3ccccc3)c2n(C)c1=O	-19	0.0	x	-1.9	-5	0	7	22
Cc1ccc2nc(SCC(=O)N3CCCCCC3)nc(=O)n2c1	-11	-0.1	x	3.1	-16	-1	-4	9
COc1ccccc1N1C(=O)C2C3CC(c4ccccc4)C(C3)C2C1=O (stereo not given)	-7	0.0	x	0.6	1	4	-9	-15
COc1ccc(C2CC(c3cccs3)=NN2C(=O)CSc2nc(=O)n3cc(C)ccc3n2)cc1 (stereo not given)	-23	0.0	x	-3.0	-3	-1	-6	4
C[C@@H]1CN([C@@H](C)CO)S(=O)(=O)c2ccc(-c3cccc(F)c3)cc2O[C@H]1CN(C)S(C)(=O)=O	2	0.0	0.1	x	3	2	-3	-17
C[C@@H]1CN([C@@H](C)CO)C(=O)Cc2cc(NC(=O)Nc3ccccc3)ccc2O[C@H]1CN(C)Cc1ccc(C(=O)O)cc1	14	-0.5	-0.1	1.0	3	2	13	-3
COCCN(Cc1cc2cc(C)c(C)cc2nc1Cl)C(=O)N1CCOCC1	-17	-0.1	0.9	0.2	x	1	3	9
CCS(=O)(=O)Nc1ccc2c(c1)C(=O)N(C)C[C@@H](OC)[C@H](C)CN(C(=O)NC(C)C)[C@@H](C)CO2	-5	0.6	-0.1	-0.9	-14	x	-5	-1
C[C@H]1CN([C@@H](C)CO)C(=O)Cc2cc(NC(=O)Cn3cnnn3)ccc2O[C@@H]1CN(C)C(=O)Nc1ccc2c(c1)OCO2	-1	-0.1	-3.7	-3.3	4	2	-11	6
CCOC(=O)c1c(SC)[nH]c2c(Cl)cccc2c1=O	-7	0.0	0.4	-0.3	0	2	u	-2
C[C@@H]1CN([C@@H](C)CO)C(=O)c2cc(NC(=O)C3CC3)ccc2O[C@@H]1CN(C)C	-1	-0.3	-0.2	3.3	-2	0	0	0
COc1cccc(C(C)(O)c2nc(-c3ccoc3)cs2)c1 (stereo not given)	-40	0.0	-0.3	-4.2	-7	0	7	x
Fc1ccccc1NC(=S)Nc1cccc2cnccc12	-18	0.0	x	-1.7	x	27	-6	-20
CN(C)c1nc2n(c(=O)n1)CCO2	-6	x	x	-5.5	x	0	x	1
O=C(N/N=C/c1cccn1-c1ccc([N+](=O)[O-])cc1)C(O)c1ccccc1 (stereo not given)	-2	x	x	1.1	2	0	x	-3
